SR-BI DiI inh: inhibitors of mouse SR-BI mediated HDL lipid uptake; Q61009; ldlA[mSR-BI] CHO cells, DiI-HDL uptake fluorescence, 3 h; inhibition, % at 12.5 µM; 320,000 tested, 0.96% active;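 active means mean replicate inhibition of at least 70% and a set share of replicates each scoring 70 or more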;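 further: 0% = median of neutral control wells and 100% = median of positive control wells; values of inactives mirror those of a sister screen read the other way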
Target sequence (Q61009 whole entry, looked up): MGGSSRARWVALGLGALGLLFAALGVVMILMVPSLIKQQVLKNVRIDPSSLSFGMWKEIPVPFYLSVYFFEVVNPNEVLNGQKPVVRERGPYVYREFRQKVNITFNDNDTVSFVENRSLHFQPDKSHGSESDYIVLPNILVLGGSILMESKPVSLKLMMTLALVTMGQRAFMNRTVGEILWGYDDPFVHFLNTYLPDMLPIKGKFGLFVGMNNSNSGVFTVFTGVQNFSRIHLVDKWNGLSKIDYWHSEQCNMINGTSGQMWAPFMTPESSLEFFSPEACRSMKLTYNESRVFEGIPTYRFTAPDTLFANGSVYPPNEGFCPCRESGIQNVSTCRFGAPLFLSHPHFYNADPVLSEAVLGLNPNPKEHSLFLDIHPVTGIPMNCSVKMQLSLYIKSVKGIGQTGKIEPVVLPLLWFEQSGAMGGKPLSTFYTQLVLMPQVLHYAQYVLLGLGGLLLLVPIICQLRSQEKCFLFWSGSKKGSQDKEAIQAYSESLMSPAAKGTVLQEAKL
CAL PDZ FP-1: blocks peptide binding to human CAL PDZ domain | purified CAL PDZ, TMR-peptide fluorescence polarization, 1 h | inhibition, % at 20 µM | 330,000 tested, 0.02% active | AID 504414;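 active means highest replicate inhibition of at least 40%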;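 further: plate controls were DMSO neutral control wells for no effect and unlabeled competitor peptide control wells for full effect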
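Control set: unlabelled peptide and DMSO controls / Material: purified CerCALP PDZ construct / Timing: 1 h incubation at room temperature before polarization reading / Doses: 20 µM, one dose / Detection: fluorescence polarization (mP)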
Wnt act: Wnt/beta-catenin pathway activation | Wnt/beta-catenin reporter cell assay, activator, plate reader | activation, % at 9.35 µM | 300,000 tested, 1.2% active; in the data active means activation above about 30%, passing the limit was not always enough;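 further: 0% = neutral control wells and 100% = positive control wells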
SR-BI DiI-HDL act: enhances SR-BI lipid uptake from DiI-HDL; CHO ldlA[mSR-BI] cells, DiI-HDL uptake fluorescence, 3 h; 100 = double the neutral-control signal; activation, % at 12.5 µM; 320,000 tested, 0.096% active; AID 504775;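 active means mean replicate activation of at least 60% and every replicate at or above 60%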;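 further: 0% = median plate neutral-control signal and 100% = twice that signal; values of inactives mirror those of a sister screen read the other way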
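Test system: SR-BI-overexpressing, LDLR-lacking CHO cells; Also added: labelled HDL, 10 µg/mL; Measured by: bottom-read cell fluorescence after medium removal, ex 550/em 595 nm; Timing: 3 h uptake period with compound, 37 °C; Buffer or medium: F12, 0.5% BSA, 25 mM HEPES; Doses: single compound concentration, delivered by pin transfer.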
AddAB inh: less growth of phage-infected E. coli with AddAB; E. coli expressing H. pylori AddAB, absorbance growth; 330,000 tested, 0.29% active; AID 435030; inhibition, % at 11.9 µM; in the data active means inhibition above about 12%;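 further: 0% = vehicle wells of infected cells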
phage Ecoli inh: E. coli growth loss with phage present. AID 651602. 360,000 tested, 0.26% active. growth absorbance. inhibition, % at 11.9 µM; in the data active means inhibition above about 11%
CAL PDZ FP-2: blocks peptide binding to the human CAL PDZ domain. inhibition, % at 24.9 µM. 300,000 tested, 0.92% active. AID 602252. purified CAL PDZ, TMR-peptide fluorescence polarization, 1 h. Q9HD26;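 active means mean inhibition of at least 30% with at least half of replicates also reaching 30%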;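 further: 0% = DMSO neutral control and 100% = excess unlabeled competitor peptide PRC23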
Ecoli viability: bacterial growth inhibition, counter-screen for AddAB inhibitors. E. coli V3065 growth, OD600 absorbance, 18 h. inhibition, % at 11.9 µM. 330,000 tested, 0.27% active;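 active means inhibition above the campaign's mean inhibition across all tested compounds plus 3 SD, cut at about 9.9% in these data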;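 further: uninfected addAB+ strain grown without phage in ampicillin broth; 0% = DMSO wells and 100% = ciprofloxacin 0.95 µg/ml wells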
Tat export inh: E. coli Tat transport inhibition. AID 488895. inhibition, % at 10 µM. E. coli MC4100 TorA-mCherry Tat export, fluorescence. 340,000 tested, 0.036% active;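 active means mean replicate inhibition at least 50% and at least half of replicates individually reaching 50%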;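 further: exported cargo escapes ClpAP degradation while cytoplasmic cargo is degraded and loses fluorescence; 0% = median of neutral control wells and 100% = median of NaSCN control wells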
MITF TRPM1 HTS: increases MITF-driven TRPM1 promoter luciferase signal; activation, % at 12.5 µM; SK-MEL-5 TRPM1-promoter luciferase, 24 h; % of positive control, neutral wells = 0; 300,000 tested, 0.75% active;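 active means mean activation of at least 80% with every replicate also reaching 80%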;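 further: 0% = neutral control wells and 100% = parthenolide positive control wells; values of inactives mirror those of a sister screen read the other way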
An asterisk follows results filed as active; · = not tested or not shown.

Sample of the layout, 2 compounds:
Values in the order: SR-BI DiI inh	CAL PDZ FP-1	Wnt act	SR-BI DiI-HDL act	AddAB inh	phage Ecoli inh	CAL PDZ FP-2	Ecoli viability	Tat export inh	MITF TRPM1 HTS
- CCOC(=O)c1cccc(NC(=O)CN2C(=O)C3CC=CCC3C2=O)c1 (stereo not drawn)
 : -6	-0.4	1	6	-1.1	2.5	-2	-1.7	-4	2
- CCCC(=O)NCCc1cc2cc(C)c(C)cc2[nH]c1=O
 : 3	-1.6	-1	-3	·	1.9	-1	·	1	2

The whole of this part (from the top)
Values in the order: SR-BI DiI inh	CAL PDZ FP-1	Wnt act	SR-BI DiI-HDL act	AddAB inh	phage Ecoli inh	CAL PDZ FP-2	Ecoli viability	Tat export inh	MITF TRPM1 HTS
- CCOC(=O)c1cccc(NC(=O)CN2C(=O)C3CC=CCC3C2=O)c1 (stereo not drawn)
 : -6	-0.4	1	6	-1.1	2.5	-2	-1.7	-4	2
- CCCC(=O)NCCc1cc2cc(C)c(C)cc2[nH]c1=O
 : 3	-1.6	-1	-3	·	1.9	-1	·	1	2
- COC(=O)c1ccc(N2CCN(C)CC2)c(NC(=O)COc2ccccc2Cl)c1
 : ·	-1.1	-3	·	1.3	-2.1	·	1.4	0	-5
- CCOc1cc(/C=C2\N=C3CCCCCN3C2=O)ccc1O
 : -19	-2.4	-1	19	0.9	3.3	-2	0.7	-2	51
- Cc1ccc(C)c(S(=O)(=O)N2CCN(C(=O)C3CCN(C(=O)c4ccc(F)cc4)CC3)CC2)c1
 : 35	-2.2	-2	-35	2.8	5.1	-8	0.9	-3	-7
- COc1ccccc1NC(=O)NCCCl
 : -23	-0.2	5	23	0.4	2.2	-1	1.6	-8	-13
- COc1ccc(CCNC(=O)CS(=O)Cc2nc(-c3ccc(C)cc3)oc2C)cc1OC (stereo not drawn)
 : 21	-0.6	-2	-21	0.1	2.2	3	1.6	0	-2
- COc1ccc(NC(=O)C2CCCN(C(=O)Nc3cccc(OC)c3)C2)cc1 (stereo not drawn)
 : 8	-2.0	0	-8	4.6	2.0	0	1.1	0	10
- Nc1nc2cc(S(=O)(=O)NC3=NCCCCC3)ccc2s1
 : ·	-0.7	6	·	3.9	2.6	1	2.0	2	0
- CC(=O)N/C(=C\c1ccccc1)C(=O)OCc1ccc(F)cc1
 : 11	-0.7	-2	-11	·	1.3	-3	·	4	7
- COc1cccc(N2CC(C(=O)N3CCC4(CC3)CC(=O)c3ccccc3O4)CC2=O)c1 (stereo not drawn)
 : 1	-2.6	-3	-1	1.3	3.8	9	-0.4	-7	-7
- C[C@@]12C(=O)Nc3ccc(F)cc3C(=O)N1[C@H]1c3cc(Cl)ccc3OC[C@@H]1[C@@H]2c1ccccc1
 : -39	-0.7	-3	39	1.6	2.2	-2	0.3	-2	2
- CCNC(=O)C(=O)c1c(-c2ccccc2)[nH]c2ccccc12
 : 2	0.3	-2	-2	-3.9	2.7	·	-1.0	2	-10
- COc1ccc(-c2ccc(N(C)C)cc2)cc1[C@H]1[C@H]2C=CC[C@@H](C)[C@@H]2C(=O)N1Cc1ccccc1
 : -14	-1.5	-7	14	1.2	-0.4	-1	-0.8	-1	-2
- O=C(c1ccc(CN2CCOCC2)cc1)N1CCN(c2cccc(Cl)c2)CC1
 : ·	-2.8	-2	·	2.7	0.9	8	0.6	-6	0
- CCn1c(CNC(=O)Cc2ccc(OC)cc2)n[nH]c1=S
 : -15	-2.3	-1	15	5.1	0.3	-1	-1.3	-5	7
- O=C(c1ccc(F)cc1)N1CCN2C(=O)c3ccccc3C12c1ccc(Cl)cc1 (stereo not drawn)
 : -5	-0.6	2	5	5.3	4.3	2	0.1	5	-9
- CC1CCCC(C)N1C(=O)CSc1nnc(CSc2ncccn2)n1C (stereo not drawn)
 : -10	·	·	10	1.0	3.4	-3	1.8	-3	0
- CCCCn1c(N)c(N(CC)C(=O)C2CCC2)c(=O)[nH]c1=O
 : -17	0.1	-2	17	4.1	1.8	-1	1.6	11	·
- NC(=O)C1(NC(=O)[C@@H]2CC3(CC(c4cccc(NC(=O)[C@@H]5CCC(=O)N5)c4)=NO3)CN2C(=O)c2cnccn2)CC1 (stereo partly drawn)
 : -7	0.0	1	7	2.0	1.7	1	3.5	4	-6
- CCN1CCN(C(=O)Cn2nc(-c3ccc(Cl)cc3)ccc2=O)CC1
 : -21	-0.4	-3	21	2.8	1.5	1	1.5	-6	-2
- Cc1ccccc1NC(=O)C1CCCN(c2nnc(N3CCCC3=O)s2)C1 (stereo not drawn)
 : 15	2.3	0	-15	1.5	0.8	·	0.4	22	-6
- CC(C)CC(c1nnnn1C(C)C)N1CCN(C(=O)c2ccco2)CC1 (stereo not drawn)
 : -11	-0.4	-1	11	1.6	1.9	-5	-0.6	-7	-7
- S=C(NCCc1cnc[nH]1)NC1CCCC1
 : -14	0.4	0	14	1.9	2.8	·	-1.4	4	-1
- O=C(OCc1ccc(Cl)c(Cl)c1)c1cnccn1
 : -31	·	1	31	0.2	1.5	-8	-1.0	-4	-7
- CN(Cc1ccccc1)C(=O)COC(=O)c1ccc(-n2cnnn2)cc1
 : 1	-2.7	-1	-1	·	3.4	-6	·	-5	4
- CNc1ccc(Br)cc(C(=O)/C=C/c2cc(OC)ccc2OC)c1=O
 : 58	-0.5	-5	-58	-3.3	-0.2	-8	-4.1	7	-49
- COC(=O)C1=CN(c2ccc(F)cc2)C=C(C(=O)OC)C1c1cccc([N+](=O)[O-])c1
 : 19	-1.9	0	-19	-2.2	-1.6	-1	1.0	6	0
- COc1ccc(CNC(=O)COC(=O)c2cc(-c3cccs3)nc3ccccc23)cc1OC
 : 28	-1.4	·	-28	5.0	5.0	-1	1.7	-3	-10
- Cc1cc(Nc2c(C)n(C)n(-c3ccccc3)c2=O)n2c(nc3ccccc32)c1C#N
 : -6	-2.3	1	6	1.3	-1.4	-3	0.4	-3	1

A run of entries taken from the entries so far:
Values in the order: SR-BI DiI inh	CAL PDZ FP-1	Wnt act	SR-BI DiI-HDL act	AddAB inh	phage Ecoli inh	CAL PDZ FP-2	Ecoli viability	Tat export inh	MITF TRPM1 HTS
- S=C(NCCc1cnc[nH]1)NC1CCCC1
 : -14	0.4	0	14	1.9	2.8	·	-1.4	4	-1
- O=C(OCc1ccc(Cl)c(Cl)c1)c1cnccn1
 : -31	·	1	31	0.2	1.5	-8	-1.0	-4	-7

Further structures follow:
Values in the order: SR-BI DiI inh	CAL PDZ FP-1	Wnt act	SR-BI DiI-HDL act	AddAB inh	phage Ecoli inh	CAL PDZ FP-2	Ecoli viability	Tat export inh	MITF TRPM1 HTS
- O=C(CSc1ccccc1F)NC(=O)NCc1ccco1
 : -14	-3.3	2	14	2.8	-1.4	-8	-1.1	-1	2
- COc1ccc(NC(=O)NNC(=O)c2ccc(Cl)cc2Cl)cc1OC
 : -2	-0.3	-1	2	7.0	1.2	1	1.0	3	6
- COc1ccc(CCNC(=O)COC(=O)c2cnc(Cl)c(Cl)c2)cc1
 : -3	-0.7	5	3	1.5	2.6	·	-1.9	1	-10
- CCOC(=O)c1c(NC(C)=O)sc2c(O)c(CN3CCN(CC)CC3)ccc12
 : -16	-1.6	·	16	0.8	-0.4	1	1.3	6	3
- CCOC(=O)c1nnc(-c2ccc(C)cc2)nc1Oc1ccccc1Cl
 : -14	-0.7	·	14	0.8	1.8	-1	-4.7	-3	-8
- Cn1c(N)c(C(=O)COC(=O)c2cc(S(=O)(=O)N3CCOCC3)ccc2F)c(=O)n(C)c1=O
 : 9	-0.4	96*	-9	2.0	1.5	·	-0.2	1	-82
- COc1ccccc1N1C(=O)C2C(c3ccccc3F)NN(C(=O)c3ccc(C)cc3)C2C1=O (stereo not drawn)
 : -5	0.5	0	5	1.6	3.2	-3	1.9	-3	8
- COc1cc(Cl)c(S(=O)(=O)NCCCn2ccnc2)cc1Cl
 : -15	-0.6	-2	15	2.2	2.6	-3	-0.8	4	8
- CC1=C(C(N)=O)C(c2cccs2)n2nc(-c3cccc(C)c3)nc2N1 (stereo not drawn)
 : 1	-1.1	·	-1	1.6	-0.1	-6	1.3	0	-5
- COc1ccc(C)cc1NC(=O)C(OC(=O)c1ccc(Cl)c(S(=O)(=O)N(C)c2ccccc2)c1)c1ccccc1 (stereo not drawn)
 : -6	-1.8	-7	6	-1.6	3.9	-9	-0.6	3	-16
- CCOC(=O)CSc1nc2ccccc2c(=O)n1CC(C)C
 : 8	-0.1	-2	-8	4.3	0.2	-2	-0.2	2	4
- O=C(CNS(=O)(=O)c1ccccc1)N1CCc2ccccc2C1
 : 1	-1.4	2	-1	1.9	2.1	-4	-3.0	2	19
- O=C(/C=C/c1cccs1)c1ccc(NC(=O)c2ccccc2F)cc1
 : 0	-1.4	-2	0	1.2	2.6	-1	0.9	-6	31
- CC(=O)Nc1nc(CC(C)C)cc2c1c(=O)oc1ccccc12
 : 4	-1.2	-6	-4	2.6	-0.5	0	2.9	-3	-11
- O=C1NC2(CCCCCC2)C(=O)N1Cc1ccc([N+](=O)[O-])cc1
 : -21	0.6	-4	21	2.7	3.5	-3	1.9	9	-2
- CCCc1[nH]nc2c1C(c1ccc(OC(=O)N3CCOCC3)cc1)C(C#N)=C(N)O2 (stereo not drawn)
 : 26	0.1	-2	-26	0.4	2.4	-5	-0.5	1	-14
- Clc1ccc(-c2nnc(-c3ccccc3)c(-c3c[nH]c4ccccc34)n2)cc1
 : ·	-1.9	-2	·	-0.3	-0.6	-5	3.3	-7	10
- Cc1ccc(-n2ncc(Br)c(Br)c2=O)cc1
 : -11	-3.6	·	11	·	·	-2	·	-4	-83
- CN(Cc1ccccc1)CC(O)COc1ccc(CNCCc2cccnc2)cc1 (stereo not drawn)
 : ·	-0.1	-4	·	2.0	-0.1	4	-1.4	3	28

Whole records, quoted from the list. Order of screens: SR-BI DiI inh	CAL PDZ FP-1	Wnt act	SR-BI DiI-HDL act	AddAB inh	phage Ecoli inh	CAL PDZ FP-2	Ecoli viability	Tat export inh	MITF TRPM1 HTS
COc1ccc(NC(=O)C2CCCN(C(=O)Nc3cccc(OC)c3)C2)cc1 (stereo not drawn) reads 8	-2.0	0	-8	4.6	2.0	0	1.1	0	10
C[C@@]12C(=O)Nc3ccc(F)cc3C(=O)N1[C@H]1c3cc(Cl)ccc3OC[C@@H]1[C@@H]2c1ccccc1 reads -39	-0.7	-3	39	1.6	2.2	-2	0.3	-2	2
S=C(NCCc1cnc[nH]1)NC1CCCC1 reads -14	0.4	0	14	1.9	2.8	·	-1.4	4	-1
COc1cccc(N2CC(C(=O)N3CCC4(CC3)CC(=O)c3ccccc3O4)CC2=O)c1 (stereo not drawn) reads 1	-2.6	-3	-1	1.3	3.8	9	-0.4	-7	-7
CN(Cc1ccccc1)CC(O)COc1ccc(CNCCc2cccnc2)cc1 (stereo not drawn) reads ·	-0.1	-4	·	2.0	-0.1	4	-1.4	3	28

From PubChem BioAssay
